# Screens as filed in PubChem.
# ABHD5 PLIN5 PPI: blocks binding of human ABHD5 to perilipin-5. Q00G26+Q8WTS1. Split G. princeps luciferase complementation, luminescence, 4 h. inhibition, % at 4 µM. 360,000 compounds, 0.78% hits;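 active = inhibition above the mean inhibition across every tested compound plus 3 SD, cut at about 22% in these data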;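 note: 0% = DMSO only wells and the 100% control is not disclosed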
# TWEAK-Fn14 inh: inhibitors of TWEAK-Fn14 interaction signaling; TWEAK-stimulated Fn14 reporter cells, luciferase luminescence, 8 h; inhibition, % at 10 µM; 360,000 compounds, 2% hits; in the data active = inhibition above about 50%
# TLR9-MyD88 block: blocks human TLR9 binding to MyD88. Q9NR96+Q99836. CHO BLA complementation TLR9-MyD88, CCF4 FRET ratio. inhibition, % at 4.98 µM. 340,000 compounds, 0.21% hits. AID 504734;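 active = inhibition above the mean over all tested compounds plus 3 SD, cut at about 21% in these data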;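 note: 0% = DMSO only wells and 100% = clavulanate BLA inhibitor control wells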
# NR2F2 inh: blocks human COUP-TFII nuclear receptor. P24468. HEK293T NGFI-A luciferase reporter, luminescence. inhibition, % at 8.6 µM. 370,000 compounds, 0.7% hits;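 active = inhibition above a per-plate cutoff, mean inhibition of test wells between control levels plus 3 SD, cut at about 38% in these data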;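 note: cells cotransfected with COUP-TFII expression vector driving the NGFI-A reporter; 0% = median of COUP-TF2 test wells and 100% = reporter-only cells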
# Exocytosis inh: lytic granule exocytosis inhibition; AID 651702; TALL-104 LAMP-1 surface exposure, flow cytometry; cells stimulated with thapsigargin and PMA; 360,000 compounds, 0.66% hits; inhibition, % at 10 µM;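 active = inhibition above about 55%, limit read from the data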
# NCOA3 inh: inhibitors of human steroid receptor coactivator 3 (SRC3) | AID 588352 | 360,000 compounds, 0.17% hits | Q9Y6Q9 | inhibition, % at 3.6 µM | HEK293 GAL4-SRC3 luciferase reporter, luminescence;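 active = inhibition above a per-campaign cutoff, the mean of all compounds plus 3 SD, cut at about 60% in these data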;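 note: 0% = DMSO-treated cells and 100% = gossypol-treated cells at 36 µM; higher means less SRC3-driven luciferase light from the GAL4 reporter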
# SRC2 inh: human SRC2 (NCOA2) inhibition; inhibition, % at 9 µM; HEK293 GAL4-SRC2 luciferase reporter, luminescence; 370,000 compounds, 0.17% hits; Q15596;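 active = inhibition above the mean inhibition of all tested compounds plus 3 SD, set per campaign, cut at about 52% in these data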;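 note: 0% = DMSO treated cells and 100% = cells given Gossypol at 36 µM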
# Target sequence (Q15596 whole entry, looked up, the tested form may be a part): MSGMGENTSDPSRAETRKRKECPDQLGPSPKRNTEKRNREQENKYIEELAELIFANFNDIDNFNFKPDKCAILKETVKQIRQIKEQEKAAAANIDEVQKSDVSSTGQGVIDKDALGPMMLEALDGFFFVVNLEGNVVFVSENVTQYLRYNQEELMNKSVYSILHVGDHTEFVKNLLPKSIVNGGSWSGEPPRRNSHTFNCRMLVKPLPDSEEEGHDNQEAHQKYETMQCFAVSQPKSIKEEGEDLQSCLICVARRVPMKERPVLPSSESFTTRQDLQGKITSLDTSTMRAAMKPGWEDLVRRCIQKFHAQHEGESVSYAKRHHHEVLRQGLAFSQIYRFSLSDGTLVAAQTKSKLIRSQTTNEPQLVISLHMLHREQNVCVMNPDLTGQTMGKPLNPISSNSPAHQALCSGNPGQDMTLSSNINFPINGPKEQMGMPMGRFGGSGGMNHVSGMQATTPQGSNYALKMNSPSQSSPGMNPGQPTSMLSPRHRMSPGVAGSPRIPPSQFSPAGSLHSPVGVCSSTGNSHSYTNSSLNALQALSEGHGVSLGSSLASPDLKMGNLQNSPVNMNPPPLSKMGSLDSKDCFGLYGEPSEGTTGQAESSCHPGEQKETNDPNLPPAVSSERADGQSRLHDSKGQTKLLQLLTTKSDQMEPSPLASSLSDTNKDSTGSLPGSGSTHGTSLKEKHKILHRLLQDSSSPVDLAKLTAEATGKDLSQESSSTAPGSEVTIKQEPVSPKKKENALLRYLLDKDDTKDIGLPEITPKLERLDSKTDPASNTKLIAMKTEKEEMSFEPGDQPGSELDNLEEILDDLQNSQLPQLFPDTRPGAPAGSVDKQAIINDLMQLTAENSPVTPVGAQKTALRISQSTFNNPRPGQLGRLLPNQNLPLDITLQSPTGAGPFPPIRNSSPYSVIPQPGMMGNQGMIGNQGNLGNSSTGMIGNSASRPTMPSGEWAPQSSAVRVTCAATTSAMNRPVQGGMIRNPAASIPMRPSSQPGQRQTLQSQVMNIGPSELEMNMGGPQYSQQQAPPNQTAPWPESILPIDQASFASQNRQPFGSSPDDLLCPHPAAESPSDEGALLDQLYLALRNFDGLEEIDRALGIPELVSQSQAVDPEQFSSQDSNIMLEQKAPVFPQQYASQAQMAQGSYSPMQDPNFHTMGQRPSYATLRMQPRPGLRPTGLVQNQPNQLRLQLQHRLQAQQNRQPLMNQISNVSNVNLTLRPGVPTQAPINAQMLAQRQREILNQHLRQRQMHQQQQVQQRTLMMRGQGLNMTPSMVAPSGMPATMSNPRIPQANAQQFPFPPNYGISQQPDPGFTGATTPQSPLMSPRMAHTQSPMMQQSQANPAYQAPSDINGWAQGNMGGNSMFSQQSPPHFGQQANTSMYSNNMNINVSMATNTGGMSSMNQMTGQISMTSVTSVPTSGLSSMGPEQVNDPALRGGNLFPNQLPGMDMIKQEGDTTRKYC
# NR5A2 inv ag: inverse agonists of human LRH-1 (NR5A2); HEK293T StAR-luciferase reporter, LRH-1 transfected, 24 h; AID 602396; inhibition, % at 3.6 µM; O00482; 360,000 compounds, 0.13% hits;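 active = inhibition above the mean inhibition of all tested compounds plus 3 SD, cut at about 73% in these data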;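 note: 0% = DMSO wells and 100% = reporter-only cells lacking LRH-1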
# NOD2 RIPK2 PPI: NOD2-RIPK2 protein interaction inhibition; AID 624267; 360,000 compounds, 0.38% hits; O43353; inhibition, % at 4.98 µM; CHO BLA complementation NOD2-RIPK2, CCF4 ratio; in the data active = inhibition above about 21%;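 note: 0% = vehicle only and 100% = reference blocker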
# TROY signal inh: TROY signaling inhibition; 360,000 compounds, 0.98% hits; Q293 LMP1-TROYcd NF-kB luciferase reporter, 4 h; AID 1347056; inhibition, % at 10 µM;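 active = compounds whose plate-normalised and pattern-corrected inhibition of the luciferase reporter signal at the single screening dose is 50% or more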
# SRC1 inh: inhibits human SRC1 coactivator; Q15788; HEK293 GAL4-SRC1 luciferase reporter, luminescence; inhibition, % at 3.6 µM; 360,000 compounds, 0.12% hits; AID 588354;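 active = inhibition above the campaign mean plus 3 SD, with each screening campaign given its own cutoff, cut at about 60% in these data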;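 note: 0% = DMSO treated cells and 100% = gossypol at 36 µM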
# Numbers without * were called inactive; / = no result given. Some of the compounds tested; rates above refer to the full screens.
SMILES,ABHD5 PLIN5 PPI,TWEAK-Fn14 inh,TLR9-MyD88 block,NR2F2 inh,Exocytosis inh,NCOA3 inh,SRC2 inh,NR5A2 inv ag,NOD2 RIPK2 PPI,TROY signal inh,SRC1 inh
Cn1c2ccccc2c2c(C(=O)N3CCC4(CC3)OCCO4)cn(C3CCCCC3)c(=O)c21,0,30,7,11,1,3,14,-3,-13,-12,-11
CN1CCC(OC(=O)C2c3ccccc3Oc3ccccc32)CC1,7,6,-1,-4,-2,8,8,7,-4,4,-17
CCOc1ccc(C2CC(c3c(O)n(C)c(=O)n(C)c3=O)=NN2)cc1 (stereo not drawn),-5,-15,5,-17,-15,-27,-14,-17,-5,-17,-18
Cc1ccccc1N1C(=O)CC(=O)NC1=O,14,2,3,-5,4,1,10,-11,0,-25,3
CC(=O)Nc1cc(C(=O)N2CCC3(CC2)OCCO3)ccc1S(=O)(=O)c1ccc(Cl)cc1,5,-12,3,14,-3,8,4,-5,-6,1,0
CCCN1CCO[C@@H]2c3cc(O)ccc3OC[C@H]21,-2,-3,10,-15,-3,-7,0,-8,-9,2,8
O=C1C2CCCC1C(N1CCCC1)CC2 (stereo not drawn),-3,3,-11,-1,3,-9,14,6,-11,-9,-17
COc1ccccc1-n1c(-c2ccccc2Cl)nc2ccccc2c1=O,-3,30,-6,14,0,-23,8,4,-3,11,0
CN(C)C(Cc1ccccc1)C(=O)c1ccccc1 (stereo not drawn),4,-12,1,-2,-7,-3,5,3,-6,-23,2
COC(=O)C1=C(c2cccc(NC(C)=O)c2)C[C@@H]2CC[C@H]1N2C,-3,12,-1,6,2,-5,4,-7,1,7,1
CC(C)N(Cc1ccco1)/N=C/c1c(O)n(Cc2ccccc2)c(=O)[nH]c1=O,-3,-8,-9,16,-1,11,27,1,-12,10,-10
Cc1ccc(/C=C2\C(=O)NC(=O)N(CCc3ccc(F)cc3)C2=O)s1,-3,-35,0,7,92*,-7,-20,9,-1,1,-2
Cc1cc(C)cc(NC(=S)NC2CC3CCCC(C2)N3Cc2cccs2)c1 (stereo not drawn),-1,-16,2,4,5,17,11,-5,7,4,-4
CCOC(=O)Cn1cc(C(=O)c2ccccc2)c2ccccc21,0,8,-11,1,-7,-9,2,-8,0,11,-25
C=CCN1C(=O)NC(=O)/C(=C/c2cccn2C)C1=O,-9,13,-2,11,8,3,-7,-3,-16,12,-30
COc1ccc(C(=O)C2CCCN(Cc3ccccn3)C2)c(OC)c1 (stereo not drawn),0,17,-13,7,7,7,-40,13,-3,-5,-23
CCC(c1nnnn1-c1ccc2c(c1)OCCO2)N1CCC2(CC1)C(=O)NCN2c1ccccc1 (stereo not drawn),4,-1,/,-4,-3,8,8,4,3,-16,18
Cn1c(O)c(/C=C/C=Nc2ccccc2)c(=O)n(C)c1=S,-11,-14,0,-3,-3,-1,-11,10,-4,-28,-22
O=P(C(c1c[nH]c2ccccc12)N1CCOCC1)(N1CCOCC1)N1CCOCC1 (stereo not drawn),0,6,2,6,2,5,17,20,7,-7,-14
O=C1Nc2ccccc2Sc2ccccc21,1,-4,-1,0,4,-5,18,-9,-12,-17,5
O=C1NC(=O)C(=Cc2ccccc2OCCOc2ccc([N+](=O)[O-])cc2)C(=O)N1,4,-12,/,/,2,0,/,-27,-11,-23,-14
Cc1ccccc1N1C(=O)NC(=O)/C(=C/c2ccc(N3CCOCC3)o2)C1=O,13,-5,-2,6,1,8,13,21,-11,-54,-5
CCn1ccnc1CN1CCCC(C(=O)c2ccc(SC)cc2)C1 (stereo not drawn),2,-4,6,8,-13,19,32,20,2,-7,-18
CCN1/C(=C\C=C\C2=[N+](CC)c3ccccc3C2(C)C)C(C)(C)c2ccccc21,46*,100*,-24,/,85*,81*,/,91*,9,65*,75*
CC(=O)c1ccc(OC(=O)N(C)c2ccccc2)cc1,-7,-33,3,-15,-4,-57,-37,-63,-10,-53,-38

# Quoted at random: 2 compounds from above.
SMILES,ABHD5 PLIN5 PPI,TWEAK-Fn14 inh,TLR9-MyD88 block,NR2F2 inh,Exocytosis inh,NCOA3 inh,SRC2 inh,NR5A2 inv ag,NOD2 RIPK2 PPI,TROY signal inh,SRC1 inh
CN(C)C(Cc1ccccc1)C(=O)c1ccccc1 (stereo not drawn),4,-12,1,-2,-7,-3,5,3,-6,-23,2
COC(=O)C1=C(c2cccc(NC(C)=O)c2)C[C@@H]2CC[C@H]1N2C,-3,12,-1,6,2,-5,4,-7,1,7,1

# (continued)
SMILES,ABHD5 PLIN5 PPI,TWEAK-Fn14 inh,TLR9-MyD88 block,NR2F2 inh,Exocytosis inh,NCOA3 inh,SRC2 inh,NR5A2 inv ag,NOD2 RIPK2 PPI,TROY signal inh,SRC1 inh
CCN1CCN(C(=O)COc2ccc3oc4c(c3c2)CCCC4)CC1,4,-14,2,8,0,-11,17,8,-1,3,-22
O=c1[nH]c(=S)[nH]c(O)c1/C=N/N1CCOCC1,2,-11,-4,-17,-2,19,-23,-7,-9,3,1
O=[N+]([O-])c1ccc(N2CCNCC2)cc1NCc1ccco1,9,-20,-9,-6,1,-7,-24,-4,-4,2,-8
CCOC(=O)C1(CCOc2ccccc2)CCN(Cc2ccccc2OC)CC1,6,6,5,19,34,8,10,4,-3,0,22
Cc1ccc(N2C(=O)NC(=O)/C(=C\c3cc(C)n(-c4sc5c(c4C#N)CCCC5)c3C)C2=O)cc1,9,21,21,13,0,3,-6,-5,4,11,-1
CSCCC(N=Cc1c(O)n(-c2ccc(Br)cc2)c(=O)[nH]c1=O)C(=O)OC(C)(C)C (stereo not drawn),-7,3,-12,-16,-1,14,9,-5,1,5,-8
COc1ccc(CC2(CCc3ccncc3)C(=O)NC(=O)NC2=O)cc1OC,4,1,3,-9,-3,11,2,4,-6,-2,-14
CCN1C(=O)NC(=O)/C(=C\c2cn(CC(=O)N3CCCCC3C)c3ccccc23)C1=O (stereo not drawn),0,36,0,/,-1,17,/,-5,-2,7,-6
COC(=O)C1=C(c2ccc(C(C)=O)cc2)C[C@@H]2CC[C@H]1N2C(=O)N1CCC(O)CC1,-4,7,2,-11,12,-9,-28,4,-14,4,9
CN(CC#CCN1CCCC1)C(=O)c1cccc(Cl)c1,-3,6,-8,1,4,7,9,4,6,-15,-7
CN1CCCC2c3ccccc3CCC21 (stereo not drawn),-3,-5,5,-4,-8,-11,-3,12,9,11,7
CC[N+](C)(CC)CCCCOc1ccc2c(c1)C(=O)c1cc(OCCCC[N+](C)(CC)CC)ccc1-2,-4,-9,-1,10,-4,3,-32,19,1,5,-10
CC(=O)OC1CCC2(/C=N/O)C(=CCC3C4CCC(=O)C4(C)CCC32)C1 (stereo not drawn),5,-5,-7,1,0,5,-3,-6,-2,32,8
COC(=O)C1=C(c2cc3ccccc3s2)C[C@@H]2CC[C@H]1N2C(=O)N1CCC(O)CC1,3,0,8,-1,-6,-1,-8,6,8,-21,-2
C[C@@H]1C(=O)O[C@@H]2[C@H](O)C34[C@@H]5OC(=O)C3(O[C@H]3OC(=O)[C@H](O)C34[C@H](C(C)(C)C)[C@H]5O)[C@@]12O (stereo partly drawn),1,8,-4,1,-4,-2,1,-16,-6,-19,3
O=C1NC(=O)C(Sc2ccccc2[N+](=O)[O-])C(=O)N1,-4,31,5,-12,-8,-19,-1,-1,0,11,-30
OCC(Cl)CCl (stereo not drawn),-7,-18,-9,-27,-1,-7,2,-10,-2,-4,-17
Cn1c(O)c(C(=NCCc2c[nH]c3ccccc23)c2ccccc2)c(=O)n(C)c1=O,3,-6,-6,-2,-2,11,-17,2,0,-1,-1
CN1CCc2cc3c(cc2[C@H]1[C@@H]1OC(=O)c2c1ccc1c2OCO1)OCO3,-2,-7,-8,-15,-2,3,-1,0,-1,-8,10
c1ccc(C2(NC3=NCCO3)CCCCC2)cc1,4,-2,-7,16,-2,21,-38,-8,1,-2,-3
COc1ccc(CCNCc2cc(OC)cc(OC)c2)cc1,-4,-7,-3,-8,3,5,-62,-10,-8,-13,-2
CCn1c(O)c(C(=O)CC2NCCc3ccccc32)c(=O)n(CC)c1=S (stereo not drawn),-1,10,-10,/,3,21,/,-19,1,-9,7
COC(=O)CC1=C(C(=O)OC)C2(C(=O)N(C)c3ccccc32)C(C#N)=C(N)O1 (stereo not drawn),-3,-8,-2,1,1,11,-6,-8,5,-5,-4
C=CCN1C(=O)C2(C(C(=O)OCC)=C(N)Oc3ccccc32)c2c1c1ccccc1oc2=O (stereo not drawn),0,12,-8,10,15,4,12,18,-10,4,-3
Fc1ccc(CCNCc2cccc(Cl)c2)cc1,12,6,-6,2,2,11,-29,13,-2,-2,10
SMILES,ABHD5 PLIN5 PPI,TWEAK-Fn14 inh,TLR9-MyD88 block,NR2F2 inh,Exocytosis inh,NCOA3 inh,SRC2 inh,NR5A2 inv ag,NOD2 RIPK2 PPI,TROY signal inh,SRC1 inh
O=C(O)c1[nH]c(=O)[nH]c(=O)c1F,-7,0,0,1,-5,27,15,0,-8,0,15
CCOCCc1c(O)[nH]c(=S)[nH]c1=O,-5,2,-7,-9,10,4,-13,0,-1,9,2
CCC(=NCc1cccnc1)c1c(O)n(-c2ccc(C)cc2)c(=O)[nH]c1=O,11,6,-7,1,-1,11,-4,-1,-4,3,4
C=C1[C@@H](OC(C)=O)[C@]23C[C@@H]1[C@@H](OC(C)=O)CC2[C@]12C4C[C@H]3[C@H]1N(CC)C[C@]4(C)CC[C@@H]2O (stereo partly drawn),2,8,2,3,-2,-13,12,8,-4,-9,-3
COc1ccc(N2C(=O)/C(=C/c3cc(C)n(-c4ccc(C)cn4)c3C)C(=O)NC2=S)c(OC)c1,0,8,5,-7,-1,-17,-3,9,-3,-8,-17
O=C1CC(N2CCC(n3c(=O)[nH]c4ccccc43)CC2)C(=O)N1Cc1ccccc1 (stereo not drawn),13,17,-9,7,1,20,9,15,5,19,-22
CCOC(=O)CNC(=O)CNC(=O)C(Cc1ccc(N(CCCl)CCCl)cc1)NC(C)=O (stereo not drawn),1,14,1,-6,-1,23,-12,-20,-7,11,-54
CCC1CN2CCc3cc(OC)c(OC)cc3C2CC1CC1NCCc2c1[nH]c1ccc(O)cc21 (stereo not drawn),-4,99*,-6,91*,-15,95*,69*,98*,29*,85*,96*
CCC(C)(C)n1nnnc1C(c1cccs1)N1CC=C(c2ccc(F)cc2)CC1 (stereo not drawn),-2,-4,17,-6,-5,13,-34,9,0,5,7
Cc1cc2c(cc1C)NP(=S)(c1ccccc1)N2,-12,32,-3,-45,-4,-103,-29,-119,-5,43,-79
C=C(CC1CC(O)[C@]2(C)OC3CC4OC5C[C@]6(C)O[C@]7(C)CCC8OC9C[C@]%10(C)OC%11C(C)=CC(=O)OC%11CC%10OC9C[C@@H](C)C8OC7CC6O[C@]5(C)C/C=C\C4OC3CC2O1)C(=O)O (stereo partly drawn),3,-2,-8,-10,-6,14,-2,10,1,11,-1
CC(C)n1c(=O)c(C=Nc2ccc(F)cc2)c(O)n(Cc2ccco2)c1=O,0,4,-3,6,-2,-5,12,-3,5,-1,18
Cc1ccc(N=Cc2c(O)n(-c3ccc(C)cc3)c(=O)[nH]c2=O)cc1,-6,-5,-12,-5,6,10,-34,-13,-4,-1,-36
COc1ccc(CCNCc2ccncc2)cc1,-4,6,2,15,-2,13,1,14,-8,-9,5
C[C@]12CCC3[C@@H](CCC4=CC(=O)CC[C@@]43C=O)C1CCC2=O (stereo partly drawn),-1,-18,7,20,6,-8,8,13,-14,-6,5
